Compound activity (PubChem)
CAL PDZ FP-1 – blocks peptide binding to human CAL PDZ domain | purified CAL PDZ, TMR-peptide fluorescence polarization, 1 h | inhibition, % at 20 µM | 330,000 compounds, 0.02% hits | AID 504414;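 active means highest replicate inhibition of at least 40%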;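 further: plate controls were DMSO neutral control wells for no effect and unlabeled competitor peptide control wells for full effect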
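System: tagged CAL PDZ domain. Schedule: 1 h room-temperature incubation prior to read. Signal: fluorescence polarization (mP). Measure: percent inhibition from loss of millipolarization.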
Rtt109 HAT inh – blocks Candida albicans Rtt109/Vps75 acetyltransferase activity; purified Rtt109/Vps75, ThioGlo CoA-SH fluorescence, 4 h; Q5AAJ8; 330,000 compounds, 0.16% hits; inhibition, % at 34.9 µM;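 active means inhibition of at least 50% in every replicate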
dFosB activator – activators of mouse delta FosB homodimer; purified delta FosB, TAMRA-CDK5 oligo fluorescence polarization; percent of positive-control signal above neutral wells; activation, % at 25 µM; 340,000 compounds, 0.99% hits; AID 493131;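 active means mean activation above about 17%, with every replicate also reaching it, limit read from the data, passing the limit was not always enough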;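 further: fluorescence polarization rise as delta FosB binds a TAMRA Cdk5 AP-1 oligo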
Target sequence (P13346 whole entry, looked up): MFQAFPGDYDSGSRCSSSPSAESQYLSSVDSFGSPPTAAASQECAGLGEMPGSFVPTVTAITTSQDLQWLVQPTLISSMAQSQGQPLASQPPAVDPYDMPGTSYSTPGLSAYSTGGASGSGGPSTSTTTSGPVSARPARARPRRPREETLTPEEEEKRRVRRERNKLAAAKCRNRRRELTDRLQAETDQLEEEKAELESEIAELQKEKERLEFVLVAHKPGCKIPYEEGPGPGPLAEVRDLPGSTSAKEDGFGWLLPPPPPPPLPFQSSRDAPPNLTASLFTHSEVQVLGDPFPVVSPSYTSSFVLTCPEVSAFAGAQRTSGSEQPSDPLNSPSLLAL
MITF act – increases MITF-driven TRPM1 promoter luciferase signal; AID 588334; SK-MEL-5 TRPM1-promoter luciferase, 24 h; % of positive control, neutral wells = 0; activation, % at 12.5 µM; 300,000 compounds, 0.75% hits;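 active means mean activation of at least 80% with every replicate also reaching 80%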;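 further: 0% = neutral control wells and 100% = parthenolide positive control wells; values of inactives mirror those of a sister screen read the other way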
Tat transport – blocks Tat-dependent protein export in E. coli; E. coli MC4100 TorA-mCherry Tat export, fluorescence; inhibition, % at 10 µM; 340,000 compounds, 0.036% hits;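 active means mean replicate inhibition at least 50% and at least half of replicates individually reaching 50%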;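 further: exported cargo escapes ClpAP degradation while cytoplasmic cargo is degraded and loses fluorescence; 0% = median of neutral control wells and 100% = median of NaSCN control wells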
CAL PDZ FP-2 – CAL PDZ (human) peptide binding inhibition | Q9HD26 | purified CAL PDZ, TMR-peptide fluorescence polarization, 1 h | inhibition, % at 24.9 µM | 300,000 compounds, 0.92% hits | AID 602252;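 active means mean inhibition of at least 30% with at least half of replicates also reaching 30%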;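 further: 0% = DMSO neutral control and 100% = excess unlabeled competitor peptide PRC23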
V-ATPase pHluor – alters yeast V-ATPase proton transport. 350,000 compounds, 0.37% hits. response, % at 10 µM. S. cerevisiae, pHLuorin cytosolic pH fluorescence; in the data active means response mostly above about 7.3%, no sharp cut-off; inactive means mostly below about 5.4%; further: actives read high; inactives centre near 0; some compounds called inactive have numbers as strong as hits; reference of the scale not given here
RTF Ca sens act – cardiac RTF calcium sensitization; P19429+P45379; IANBD-labeled TnC RTF fluorescence at EC20 calcium; 0% EC20 calcium, 100% full calcium; activation, % at 7.2 µM; 340,000 compounds, 0.24% hits; AID 493008;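 active means activation above the mean over all tested compounds plus 3 SD, cut at about 30% in these data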;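 further: rise in fluorescence read as greater calcium sensitivity of cardiac thin filaments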
Wnt act – activates Wnt/beta-catenin signaling in a reporter cell assay. activator, plate reader. activation, % at 9.35 µM. 300,000 compounds, 1.2% hits. AID 743398; in the data active means activation above about 30%, passing the limit was not always enough;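 further: 0% = neutral control wells and 100% = positive control wells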
CDK5 p35 inh – inhibitors of human CDK5/p35 kinase; Recombinant CDK5/p35, ADP-Glo luminescence, 60 min; inhibition, % at 10 µM; 330,000 compounds, 0.01% hits;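 active means highest replicate inhibition of at least 50% and at least 75% of replicates reaching 50%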;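 further: plate controls were DMSO neutral control for no effect and GW8510 at 10 µM for full effect; many of its hits are not listed in these tables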
Target sequence (Q00535 whole entry, looked up): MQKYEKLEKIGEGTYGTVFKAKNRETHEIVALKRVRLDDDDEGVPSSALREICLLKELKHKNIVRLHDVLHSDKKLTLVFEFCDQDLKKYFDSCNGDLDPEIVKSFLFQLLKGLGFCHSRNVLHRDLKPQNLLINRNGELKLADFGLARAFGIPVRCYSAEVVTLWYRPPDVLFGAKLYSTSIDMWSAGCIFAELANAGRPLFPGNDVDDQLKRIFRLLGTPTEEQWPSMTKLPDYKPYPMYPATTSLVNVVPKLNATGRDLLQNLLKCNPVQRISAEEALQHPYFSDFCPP
Target sequence (Q15078 whole entry, looked up): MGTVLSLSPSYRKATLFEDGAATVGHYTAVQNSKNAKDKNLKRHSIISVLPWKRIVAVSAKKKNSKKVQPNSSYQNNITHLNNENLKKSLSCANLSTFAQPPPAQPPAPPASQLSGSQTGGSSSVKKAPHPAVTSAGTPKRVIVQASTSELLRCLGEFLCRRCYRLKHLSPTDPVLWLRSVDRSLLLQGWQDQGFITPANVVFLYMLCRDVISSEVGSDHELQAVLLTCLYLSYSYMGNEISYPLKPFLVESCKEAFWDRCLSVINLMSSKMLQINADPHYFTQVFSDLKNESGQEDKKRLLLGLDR
The depositor's hits bear a star; i = inactive; . = no result given.

SMILES	CAL PDZ FP-1	Rtt109 HAT inh	dFosB activator	MITF act	Tat transport	CAL PDZ FP-2	V-ATPase pHluor	RTF Ca sens act	Wnt act	CDK5 p35 inh
COC(=O)CNC(=O)CNC(=O)Nc1ccccc1	-0.9	-9.8	-3.8	-12.2	-6.2	-2.3	4.1	-2.2	-1.3	2.7
COc1cc(C(C)=O)ccc1Oc1ncnc2c1cnn2-c1ccc(F)cc1	-1.3	-2.1	-0.1	-5.2	-2.6	-3.3	4.1	8.1	.	-0.1
COc1ccccc1C(=O)NC(=O)COC(=O)C1CC1C (stereo unspecified)	0.4	1.7	-3.6	1.8	3.1	-1.3	-0.8	-1.4	-0.2	0.2
O=C(CCn1c(SCC(=O)c2ccccc2)nc2ccccc2c1=O)NCc1ccc(F)cc1	0.2	0.3	0.4	.	-4.3	-2.0	0.0	-4.4	.	-2.2
COc1ccc2[nH]c(=O)c(CNc3ccccc3C)cc2c1	-3.0	-2.5	1.5	16.1	-1.8	-4.6	-1.8	3.2	38.9*	-0.1
Oc1ccc2ccccc2c1C1Nc2cccc3cccc(c23)N1	-1.0	1.7	12.6	-28.8	-5.8	0.2	-1.1	-3.5	-7.0	0.9
Cc1ccc(CNCCC2=CCCCC2)cc1	1.0	4.9	-10.2	35.3	0.1	6.0	9.7	-5.8	.	-2.3
CN(C)C1(CNC(=O)C2CCN(S(=O)(=O)c3cccc(C(F)(F)F)c3)CC2)CCCCC1	9.7	-5.2	-8.1	6.1	0.4	-1.9	3.5	-1.1	-2.6	1.6
COc1ccc2[nH]c3c(c2c1)CCN1C(=O)C(CC(=O)NCCCN(C)C)C[C@H](C(=O)N(C(C)C)C(C)C)[C@@]31C (stereo partly specified)	0.8	-5.4	-3.9	15.3	-6.5	-3.1	-4.6	-4.7	0.3	-0.5
O=C(NCc1ccncc1)/C(=N/O)c1ccccc1	-0.6	-0.9	-5.3	4.2	-1.5	-2.0	-3.9	-4.7	.	-0.4

Next part (2 carried over from the part before).
SMILES	CAL PDZ FP-1	Rtt109 HAT inh	dFosB activator	MITF act	Tat transport	CAL PDZ FP-2	V-ATPase pHluor	RTF Ca sens act	Wnt act	CDK5 p35 inh
COc1ccc2[nH]c3c(c2c1)CCN1C(=O)C(CC(=O)NCCCN(C)C)C[C@H](C(=O)N(C(C)C)C(C)C)[C@@]31C (stereo partly specified)	0.8	-5.4	-3.9	15.3	-6.5	-3.1	-4.6	-4.7	0.3	-0.5
O=C(NCc1ccncc1)/C(=N/O)c1ccccc1	-0.6	-0.9	-5.3	4.2	-1.5	-2.0	-3.9	-4.7	.	-0.4
CCN(CC)C(=O)c1[nH]cnc1C(=O)Nc1ccon1	-0.6	-0.6	-4.4	-5.2	-48.8	7.1	5.8	-6.5	0.5	-0.6
CC(=O)N1c2ccc(S(=O)(=O)NCCC(=O)NCc3ccc(F)cc3)cc2CC1C (stereo unspecified)	-2.5	-13.3	-2.8	-3.6	-9.7	1.3	-4.8	2.8	-1.5	-1.3
CCSc1nnc(NC(=O)c2csc3c2CCCC3)s1	-1.7	-4.4	-14.4	21.6	-4.7	.	1.1	2.1	.	1.1
COc1ccc(CN2CC(=O)N(c3cc(Cl)ccc3OC)C2=S)cc1OC	-0.9	-9.4	-4.5	0.6	-6.5	-3.4	2.4	-1.7	-2.9	0.0
CC(C)NCC(O)c1ccc(O)c(O)c1 (stereo unspecified)	-0.1	7.8	-5.1	12.7	-0.1	-4.9	5.0	-0.3	-0.9	0.2
COc1ccc(CNC(=O)CSCc2ccccc2Cl)cc1	-0.3	0.1	-0.6	21.9	2.8	-1.0	0.8	8.8	8.4	-1.0
CCCCn1c(N)c(N(CC)C(=O)c2ccccc2C)c(=O)[nH]c1=O	0.0	-0.7	1.6	0.1	3.0	-6.4	-0.9	-11.4	-3.2	1.0
CN(C)/C=C/C(=O)c1ccc(F)cc1	-1.8	2.2	-3.3	.	-7.8	0.6	5.7	3.3	7.3	-1.8
COc1cccc(/C=N/NC(=O)c2ccc(-n3cnnn3)cc2)c1	-2.4	-20.4	-1.2	7.2	-2.6	-3.2	-2.5	0.4	-2.9	1.2
C=CCN=C1SC(C)C(=O)N1S(=O)(=O)c1ccccc1 (stereo unspecified)	.	7.6	-5.2	10.8	3.3	-3.4	2.0	5.8	-5.0	-0.8
C=CCOn1c(=O)c(-c2cccs2)[n+]([O-])c2ccccc21	-0.4	12.5	-5.4	2.7	28.2	.	2.9	0.3	.	-14.3
CSc1ncccc1C(=O)Nc1cccc(C)n1	-0.7	-3.4	0.9	4.6	21.8	4.5	-1.3	-0.7	-0.3	1.6
Cc1cccc(C)c1NC(=S)Nc1c(C)n(C)n(-c2ccccc2)c1=O	-0.2	4.5	-6.1	-7.0	2.1	2.1	1.1	10.6	-2.5	-0.3
O=C(N/N=C/c1ccsc1)c1ccc2c(c1)OCO2	0.1	-3.3	-4.1	86.3*	2.0	-9.6	0.6	-2.5	13.8	1.1
Cn1c(=O)c(Sc2ccccc2)c(O)c2ccccc21	0.1	-6.1	-0.5	.	-1.2	13.0	-1.2	-5.1	-0.1	-0.1
Cc1ccccc1CC(=O)Nc1ccon1	0.9	7.4	4.6	-4.7	8.3	3.4	-2.5	4.7	-1.9	0.0
CCOc1ccc(NC(=O)CN2CCN(C(=O)C3CCCO3)CC2)cc1 (stereo unspecified)	-1.8	-1.6	-3.3	-0.1	-2.6	3.6	-1.3	-1.7	-0.1	2.5
COc1ccc(OCC(O)CN2CCCC2)cc1 (stereo unspecified)	0.3	-9.3	0.1	-7.9	0.9	.	-2.1	0.8	4.3	-1.1
COc1ccc(C2CC(c3ccc4ccccc4c3OC(C)=O)=NN2C(=O)/C=C/c2ccccc2)cc1 (stereo unspecified)	-1.4	1.0	-7.4	0.4	-26.1	3.9	-1.8	-5.4	.	-0.2
CC(NC(=S)NCc1ccccc1)C12CC3CC(CC(C3)C1)C2 (stereo unspecified)	-0.3	-8.8	-4.2	2.1	2.8	-0.2	1.5	1.5	-0.8	0.1
Cc1c(C=Nc2ccc(S(=O)(=O)N(C)C)cc2)c(O)[nH]c(=O)c1C#N	-1.0	1.4	-1.4	.	-8.4	.	-3.4	-1.5	4.7	0.0
C=CCn1c(N)c(C(=O)OC(C)(C)C)c2nc3ccccc3nc21	-1.1	i	-7.7	-1.4	2.7	-1.9	-3.8	-1.8	.	-1.3
CCC1(c2ccc(F)cc2)NC(=O)N(CC(=O)Nc2cc(S(=O)(=O)N(C)C)ccc2Cl)C1=O (stereo unspecified)	-2.3	6.9	-5.5	-2.5	0.9	3.9	-2.7	-2.0	-1.0	0.1
COc1ccc(N2CCN(S(=O)(=O)c3ccc(-c4cnc(C5CC5)o4)cc3)CC2)cc1	-0.1	-3.2	11.6	-7.5	3.1	2.1	0.8	-9.7	.	0.1
CC1CC(C)(C)NC(=S)N1CCC(=O)NCc1ccc(Cl)cc1 (stereo unspecified)	-2.7	1.5	-2.9	-3.5	25.2	-3.9	2.2	11.0	-2.6	-8.3
COC(=O)[C@@]1(Cc2ccccc2)[C@H]2C(=O)N(C)C(=O)[C@H]2[C@H]2CN=C(SCc3ccc(C#N)cc3)N21	-2.1	-8.7	-5.0	11.1	-8.0	.	1.1	2.9	-2.4	-2.1
CNC(=S)N1N=C(c2ccccc2)CC1c1ccccc1Cl (stereo unspecified)	-0.3	-2.1	0.2	-24.8	1.3	3.9	2.7	-1.0	-17.2	0.3
Cn1c(=O)[nH]c(=O)c2c1nc(N1CCOCC1)n2CC(O)COc1ccc2ccccc2c1 (stereo unspecified)	-1.0	4.8	3.7	-1.7	-5.2	2.3	3.5	-5.4	.	0.8
O=C1C2CC=C(Cl)CC2C(=O)N1CCc1c[nH]c2ccccc12 (stereo unspecified)	-0.5	0.3	-2.7	0.0	-6.9	-0.5	-3.8	-5.3	11.1	-0.2
CC(Sc1nc2ccccc2c(=O)n1CC1CCCO1)C(=O)N(C)c1ccccc1 (stereo unspecified)	-2.3	2.2	-15.3	2.2	-6.4	9.3	1.1	0.9	-1.6	-0.4
CCOC(=O)N1C(=O)[C@](CC)(c2ccccc2)N1C(=O)OCC	-0.4	0.1	2.5	-56.0	-3.7	3.3	-1.1	-4.2	-2.8	0.4
COc1ccc(C(=O)N2CCN(C(=O)c3ccncc3)CC2)cc1	-3.3	-1.0	-8.2	-2.5	-7.5	-3.8	-1.6	5.7	.	0.8
COc1ccc(NC(=O)CSc2nc3ccccc3c(=O)n2CCCN2CCC(C)CC2)c(OC)c1	-0.6	-4.2	.	18.7	11.0	-7.1	4.6	-5.0	0.3	-1.1
Cc1cccc(COc2ccc(/C=C3/C(=O)N(C)C(=S)N3C)cc2)c1	-0.8	2.5	-7.4	.	-2.0	.	1.4	5.8	-2.4	-0.9
Cc1ccccc1Cn1cnc2c(NS(C)(=O)=O)c(C)c(C)cc21	-2.9	1.0	-6.8	-8.7	-4.7	-1.6	-2.7	1.2	-1.6	-1.7
O=C(COc1cccc(F)c1)Oc1ccc(C(=O)c2ccccc2)cc1	-0.9	6.3	-3.6	8.1	2.7	-0.1	-1.0	-2.6	2.5	1.9
COc1ccccc1CNC(=O)c1cc(-c2ccccc2)nn1Cc1cc(C)no1	-1.6	-3.6	0.4	7.6	-2.3	0.0	0.6	6.4	3.4	0.5
Cc1ccc(C(NC(=O)N2CC(C)OC(C)C2)C(Cl)Cl)cc1F (stereo unspecified)	0.7	4.9	-3.7	-5.7	-6.8	-21.3	-1.8	4.0	.	-2.0

Molecules listed so far containing an aryl thioether with sulfur outside any ring:
SMILES	CAL PDZ FP-1	Rtt109 HAT inh	dFosB activator	MITF act	Tat transport	CAL PDZ FP-2	V-ATPase pHluor	RTF Ca sens act	Wnt act	CDK5 p35 inh
O=C(CCn1c(SCC(=O)c2ccccc2)nc2ccccc2c1=O)NCc1ccc(F)cc1	0.2	0.3	0.4	.	-4.3	-2.0	0.0	-4.4	.	-2.2
CCSc1nnc(NC(=O)c2csc3c2CCCC3)s1	-1.7	-4.4	-14.4	21.6	-4.7	.	1.1	2.1	.	1.1
CSc1ncccc1C(=O)Nc1cccc(C)n1	-0.7	-3.4	0.9	4.6	21.8	4.5	-1.3	-0.7	-0.3	1.6
Cn1c(=O)c(Sc2ccccc2)c(O)c2ccccc21	0.1	-6.1	-0.5	.	-1.2	13.0	-1.2	-5.1	-0.1	-0.1
CC(Sc1nc2ccccc2c(=O)n1CC1CCCO1)C(=O)N(C)c1ccccc1 (stereo unspecified)	-2.3	2.2	-15.3	2.2	-6.4	9.3	1.1	0.9	-1.6	-0.4
COc1ccc(NC(=O)CSc2nc3ccccc3c(=O)n2CCCN2CCC(C)CC2)c(OC)c1	-0.6	-4.2	.	18.7	11.0	-7.1	4.6	-5.0	0.3	-1.1
